Source: PubChem
TCR CD3 inh = human TCR-CD3 binding inhibition; TAMRA-labeled TCR probe fluorescence, biochemical; inhibition, % at 9.4 µM; 360,000 tested, 0.37% active; AID 651800; in the data active means inhibition above about 19%;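 further: recombinant mutant TCR 2C K166C tagged with TAMRA read by polarization; 0% = receptor in buffer alone and 100% = receptor with positive control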
PRMT1 FP inh = inhibitors of human PRMT1; Q99873; recombinant PRMT1, activity-based probe fluorescence polarization; inhibition, % at 2.79 µM; 370,000 tested, 1.3% active;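 active means inhibition above about 21% made by adding two undisclosed values, limit read from the data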
SIAE primary = human SIAE inhibition, primary screen | Q9HAT2 | SIAE FP-Rh probe binding, fluorescence polarization | inhibition, % at 9.66 µM | 370,000 tested, 0.69% active | AID 1053197;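 active means inhibition above a cutoff: mean of compounds within the control limits plus 3 SD of those, cut at about 17% in these data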;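 further: 0% = plate median of compound wells and 100% = probe without SIAE protein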
PG9 Ab binder = small molecules binding HIV-1 gp120 antibody PG9. 360,000 tested, 0.43% active. TR-FRET gp120-PG9 antibody binding. inhibition, % at 6.7 µM; in the data active means inhibition above about 8.5%
NR1D1 modulator = modulators of human Rev-erb alpha DNA binding. AID 1259318. Rev-erbα–FITC-DNA binding, fluorescence polarization, 90 min. 370,000 tested, 0.79% active. activity, % at 10 µM;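 active means activity above about 14%, limit read from the data; passing the limit was not always enough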;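 further: 0% = DMSO wells with 35 nM protein and 100% = DMSO wells with 750 nM protein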
rCAG RNA binder = binds r(CAG) RNA repeats | r(CAG) RNA repeat, TO-PRO-1 dye displacement fluorescence | inhibition, % at 3 µM | 370,000 tested, 1.3% active | AID 651821;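 active means inhibition above the plate cutoff, the mean of all test compounds on that plate plus 3 SD, cut at about 35% in these data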;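 further: 0% = DMSO alone and 100% = 100 µM mitoxantrone as full dye displacement; higher means more dye released from RNA so lower well fluorescence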
HTRA1 inhibitor = inhibitors of human serine peptidase HTRA1; Q92743; recombinant HTRA1, FP-rhodamine activity-based probe, fluorescence polarization; inhibition, % at 5.96 µM; 340,000 tested, 0.5% active; AID 504803; in the data active means inhibition above about 36%;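 further: 0% = enzyme with DMSO and 100% = wells lacking enzyme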
Target sequence (Q92743 whole entry, looked up): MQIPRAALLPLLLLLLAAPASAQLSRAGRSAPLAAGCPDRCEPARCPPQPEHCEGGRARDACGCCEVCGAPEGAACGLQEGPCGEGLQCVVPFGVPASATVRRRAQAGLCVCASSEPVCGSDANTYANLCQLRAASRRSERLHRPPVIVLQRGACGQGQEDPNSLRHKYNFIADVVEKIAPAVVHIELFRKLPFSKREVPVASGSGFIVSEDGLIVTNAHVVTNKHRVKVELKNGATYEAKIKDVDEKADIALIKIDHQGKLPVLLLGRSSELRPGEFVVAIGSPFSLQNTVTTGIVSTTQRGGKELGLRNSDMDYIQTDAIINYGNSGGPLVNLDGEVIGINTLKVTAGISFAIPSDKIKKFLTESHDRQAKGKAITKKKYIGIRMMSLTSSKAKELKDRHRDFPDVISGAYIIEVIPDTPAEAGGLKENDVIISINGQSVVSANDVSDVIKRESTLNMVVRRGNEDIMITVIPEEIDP
LEDGF integ inh = blocks HIV-1 LEDGF/p75-dependent DNA integration; TR-FRET IN-LEDGF/p75 DNA integration, Eu/Cy5; inhibition, % at 3.7 µM; 370,000 tested, 0.64% active; AID 743269;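 active means inhibition above the screen-wide mean plus 3 SD, cut at about 13% in these data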;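 further: signal is the Cy5 over europium emission ratio at 671 and 618 nm; 0% = plate median of compound wells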
TDP2 absorb = TDP2 (human) inhibition, absorbance primary screen; O95551; AID 720702; inhibition, % at 12.8 µM; recombinant TDP2, T5PNP hydrolysis, p-nitrophenol absorbance 415 nm; 370,000 tested, 0.34% active;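 active means inhibition above the mean of all tested compounds plus 3 SD, set per campaign, cut at about 25% in these data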;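 further: 0% = DMSO with enzyme and 100% = buffer with substrate but no TDP2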
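System – recombinant human TDP2 · Quantity – TDP2 enzyme at 120 nM final · Doses – single concentration, 12.8 µM nominal, with 1% DMSO · Incubation – 2 h at 37 °C · Measured by – epi absorbance of p-nitrophenol freed from T5PNP by hydrolysis · Read-out – % inhibition relative to enzyme-containing and enzyme-free wells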
mABHD4 FP = inhibits mouse alpha/beta hydrolase domain 4. Q8VD66. purified mABHD4, FP-Rh probe fluorescence polarization. inhibition, % at 8.92 µM. 370,000 tested, 0.54% active;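 active means inhibition exceeding the mean over every tested compound plus 3 SD, cut at about 30% in these data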;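 further: 0% = plate median of compound wells and 100% = S159A mutant with DMSO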
Target sequence (Q8VD66 whole entry, looked up, the tested form may be a part): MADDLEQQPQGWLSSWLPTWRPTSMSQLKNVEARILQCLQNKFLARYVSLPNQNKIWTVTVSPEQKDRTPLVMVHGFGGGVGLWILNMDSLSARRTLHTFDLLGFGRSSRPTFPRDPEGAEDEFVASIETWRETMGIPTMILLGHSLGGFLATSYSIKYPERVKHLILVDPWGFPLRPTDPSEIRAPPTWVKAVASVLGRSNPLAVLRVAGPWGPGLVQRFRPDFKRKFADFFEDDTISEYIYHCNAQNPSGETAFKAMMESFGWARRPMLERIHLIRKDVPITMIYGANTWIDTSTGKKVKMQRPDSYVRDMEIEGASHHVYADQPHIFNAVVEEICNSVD
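Assay system: mouse ABHD4 enzyme, wild type / Also added: fluorescent activity-based probe FP-Rh / Doses: single nominal dose of 8.92 µM, 0.89% DMSO final / Timing: 45 min compound pre-incubation plus 60 min probe step, 25 °C / Signal: FP readout, ex 525 nm / em 598 nm / Control set: S159A mutant/DMSO as 100%, compound-well median as 0%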
* hit, by the source's call; nt = not tested or not shown. Some of the compounds tested (hit frequency here may not be typical).

SMILES	TCR CD3 inh	PRMT1 FP inh	SIAE primary	PG9 Ab binder	NR1D1 modulator	rCAG RNA binder	HTRA1 inhibitor	LEDGF integ inh	TDP2 absorb	mABHD4 FP
O=C(NCC1CCN(c2ccc(S(=O)(=O)N3CCOCC3)cc2)CC1)c1cccc(Cl)c1	1.9	-0.1	-3.5	0.0	0.7	-0.9	-18.6	0.3	6.5	-1.6
CCOc1cccc(SCc2noc(C(=O)NCCOC)c2C(=O)O)c1	-0.3	1.8	0.0	1.0	-2.5	13.0	-7.5	-0.1	-5.4	3.7
CCOC(=O)N1CCN(C(=S)NC(=O)c2c(-c3c(Cl)cccc3Cl)noc2C)CC1	1.6	4.1	1.4	-1.9	8.5	3.5	0.5	0.7	-8.9	3.4
CC(=O)c1ccc(OCC(=O)NCC(c2ccco2)N2CCCCC2)cc1 (stereo unspecified)	-7.4	4.1	-5.1	1.3	0.5	-7.3	1.8	-2.9	8.8	0.2
Cc1cc(C)c(C(=O)C(C)OC(=O)Cc2n[nH]c(=O)c3ccccc23)cc1C (stereo unspecified)	2.8	-0.9	4.4	0.7	-4.5	-3.2	-1.5	2.8	12.9	3.3
COc1ccc(-c2nc3ccc(Br)cn3c2Cc2ccccc2C(F)(F)F)cc1OC	-7.8	-4.2	0.4	-1.4	15.8*	43.4*	nt	6.3	-7.5	1.1
O=C(O)c1ccccc1CSc1nc2ccccc2[nH]1	11.3	0.1	3.1	2.3	-6.2	-0.6	-1.4	-3.7	-9.5	-1.2
COc1ccccc1NC(=O)C(C)OC(=O)C1COc2ccccc2O1 (stereo unspecified)	0.7	1.3	0.6	1.9	-1.8	0.3	-1.2	-0.9	-2.7	3.6
COC(=O)N/N=C\c1c(C)nn(-c2ccccc2)c1Cl	3.6	-4.3	1.0	-0.4	-4.3	-2.4	1.3	-0.5	2.8	9.9
COCCNc1nc(N)c([N+](=O)[O-])c(NCC2CCCO2)n1 (stereo unspecified)	2.6	-1.9	-1.6	-2.9	2.3	-2.2	0.7	-2.1	4.1	2.0
Cc1cccc(Cn2c(SCCN3CCOCC3)nc3c2c(=O)n(C)c(=O)n3C)c1	7.2	1.2	2.8	-1.2	-0.8	-2.0	-4.8	0.4	-7.4	-1.0
CCOc1ccc2nc(NC(=O)CN3CCOCC3)sc2c1	1.7	-1.4	-0.2	-0.8	-8.6	-0.3	1.6	-0.5	1.5	2.5
CCOc1cccc2cc(C(=O)OCC(=O)Nc3c(C)cccc3CC)c(=O)oc12	-1.0	-0.1	-1.2	3.0	0.1	6.9	-14.0	3.1	3.0	-0.5
Cc1cccc(N2CCN(C(=O)c3c(-c4ccccc4)noc3C)CC2)c1C	8.2	0.8	6.1	-2.5	-4.1	-7.0	-8.9	-1.0	-2.7	-2.9
Cc1cccc(N/C=C/C(=C(C#N)C#N)N(C)C)c1	-2.8	1.4	-2.4	-0.5	1.5	0.2	6.0	-0.2	6.0	3.4
O=C1N(Cc2ccccc2)c2ccccc2OC1(F)F	1.6	3.1	0.7	0.7	2.7	-0.4	nt	-2.7	7.9	-2.2
COc1ccc(C)cc1NC(=O)/C=C/c1ccc(OC)c(S(=O)(=O)N2CCOCC2)c1	-0.8	-3.5	-4.7	-0.9	-7.2	4.1	-5.9	-2.2	-14.0	-9.7
Cn1c(CC(=O)Nc2ccccc2)nnc1SCC(=O)NC1=NCCS1	2.7	-3.0	-4.0	-2.0	5.2	0.3	6.2	-1.8	14.4	2.1
COc1cc2c(cc1OC)C(CNC(=O)C=Cc1ccccc1)C2 (stereo unspecified)	1.3	3.3	2.8	-0.9	0.4	-1.5	-4.0	3.2	4.0	-1.1
CCOC(=O)c1c(C)[nH]c(C(=O)N/N=C/c2cc([N+](=O)[O-])ccc2O)c1C	21.2*	1.0	-0.5	0.5	2.0	4.0	13.8	4.6	0.1	0.8
CC1=CC(=O)C=C(C)C1=NOC(=O)c1cccc([N+](=O)[O-])c1	0.2	3.1	2.4	-7.0	-0.3	1.9	0.8	1.4	-4.8	3.2
N#Cc1ccc(OCc2cccc(S(=O)(=O)N3CCOCC3)c2)cc1	-2.4	4.2	-1.6	1.8	4.4	-3.8	-0.9	-4.5	-12.6	-5.3
Cc1ccccc1OCC(=O)NCCNC(=O)c1cccnc1	3.1	1.9	-5.0	0.3	1.8	-6.4	-1.4	-2.4	7.9	-0.3
COc1ccc(C(O)P(=O)(OCCC(C)C)c2ccc(N(C)C)cc2)cc1OC (stereo unspecified)	-2.0	0.8	-0.4	-1.4	0.8	-8.9	9.7	4.7	4.5	-0.9
COc1ccc(CC(=O)Nc2c(C(=O)N3CCN(c4ccccc4)CC3)oc3ccccc23)cc1OC	5.3	-2.0	4.5	-1.1	-4.7	0.3	0.8	-5.4	-17.3	0.6
CCN1C(=O)[C@H]2[C@H]3CN=C(SC)N3[C@@](Cc3ccccc3)(C(=O)OC)[C@H]2C1=O	-4.0	2.0	-5.5	1.5	-0.8	0.2	4.4	-2.9	-7.1	-0.7
O=C(N/N=C/c1ccccc1OC(F)F)NC1CCCCC1	8.8	-0.1	0.3	0.0	-1.2	-4.3	-17.2	1.0	6.9	3.8
COc1ccc(OC)c(C2CC(=O)Nc3c2c(=O)[nH]c2ncnn32)c1 (stereo unspecified)	4.1	-2.4	3.4	0.8	-1.9	-2.6	5.3	0.0	-8.9	7.8
Cc1[nH]n(-c2ccccc2)c(=O)c1N=Nc1ccc2c(c1)OCO2	2.7	1.2	2.5	-0.6	1.2	-5.6	3.0	-3.3	-6.0	-0.5
CCOC(=O)C1CCN(C(c2cc3ccc(C)c(C)c3[nH]c2=O)c2nnnn2C2CCCCC2)CC1 (stereo unspecified)	0.4	20.5	5.4	-1.9	68.9*	8.3	3.9	1.8	-6.6	4.0
COC(=O)/C=C/C(=O)Nc1cccc(C(F)(F)F)c1	0.2	1.0	-5.4	-1.4	-7.1	-4.0	-0.4	-2.6	-7.6	2.7
O=C(COc1cccc2ccccc12)NNC(=O)C1CCCO1 (stereo unspecified)	7.0	3.4	4.5	-0.5	1.8	1.6	3.5	1.2	5.8	1.3
CC(C)NC(=O)CCn1c(=S)oc2ccccc21	9.5	0.9	-1.6	-0.5	-0.2	1.2	-0.5	-4.6	-5.3	2.3
CC(C)OCCCNC(=O)c1cn(C)c2ccc(S(=O)(=O)N(C)C3CCCCC3)cc2c1=O	-1.6	-3.8	-3.9	-1.2	-3.4	-0.4	2.8	5.8	-12.8	-0.9
CC(C)C(=O)N1C2CCC1CC(O)(c1ccc(F)cc1)C2 (stereo unspecified)	-6.3	-1.1	-3.2	-0.4	6.3	0.2	3.8	-1.0	-1.6	-2.1
COc1ccccc1NC(=O)C(=O)N/N=C(\C)CC(=O)Nc1ccc(OCc2ccccc2)cc1	3.1	-0.5	-10.4	-0.8	-0.9	6.5	-24.7	-2.2	4.0	-6.8
CC1(C)C(=O)Nc2ccccc2N1C(=O)COC(=O)c1ccc([N+](=O)[O-])o1	0.4	-0.6	-1.1	-0.9	-4.5	2.2	25.3	0.4	2.8	2.9
O=C(O)CSc1c[nH]c2ccccc12	4.5	1.9	-1.2	-1.2	-1.7	3.0	1.4	1.0	-8.6	5.8
COc1ccccc1N1CCN(C2CCCN(Cc3cccc(O)c3)C2)CC1 (stereo unspecified)	2.7	-4.9	17.5*	-3.3	5.7	-7.4	-5.7	-2.9	8.2	4.3
Cc1csc(NC(=O)CSc2nnc(CCNC(=O)c3cccs3)n2C)n1	-7.1	2.3	-5.5	0.0	-5.4	-2.3	1.7	-0.8	9.7	9.2
COc1ccc(Cn2cc(COC(=O)NCCc3c[nH]c4ccccc34)nn2)cc1	nt	0.2	7.5	nt	-2.2	6.2	nt	-2.2	10.7	-3.5
O=C(O)CCS(=O)(=O)c1ccc(-c2ccccc2)cc1	0.2	-2.0	0.4	-1.3	0.8	3.1	1.3	6.3	-11.9	-10.2
CCOc1ccc(CC(=N)C2=C(O)CC(C)(C)CC2=O)cc1OCC	-8.2	-1.4	7.5	-3.2	2.2	-3.7	-4.7	0.4	-0.8	0.1
Cc1ccc(S(=O)(=O)N(C)Cc2nc(-c3ccncc3)no2)cc1	-1.5	-0.9	0.3	0.1	10.0	-3.9	3.1	1.6	8.1	4.6
C=CCC12C=C(OC)C(=O)C(C1=O)C(c1ccc(OC)cc1)C2C (stereo unspecified)	nt	1.4	8.9	nt	-8.9	1.5	nt	0.1	3.2	-2.7
COc1ccc(NC(=O)C(NC(=O)c2ccc(C)cc2)c2ccccc2)cc1 (stereo unspecified)	-0.9	-6.0	-3.3	-3.0	9.3	-2.2	-12.6	4.1	-6.2	-4.8
Cc1ccc(/C=N/N2C(=S)SC(C)(C)C2N(O)C(=O)Nc2ccc([N+](=O)[O-])cc2)cc1 (stereo unspecified)	-8.4	4.1	-2.0	-0.8	2.8	6.9	-9.9	-2.3	4.0	-3.8
COc1cccc(-n2c(SCC(=O)NCc3cccs3)nc3ccccc3c2=O)c1	-6.3	-1.9	3.1	-0.6	-3.0	-2.5	-4.9	-1.3	8.6	-4.5
O=C(Nc1cccc(O)c1)C1CC(c2c(F)cccc2Cl)=NO1 (stereo unspecified)	-1.4	3.8	3.9	-1.2	-4.2	-4.6	1.6	-5.8	-12.0	2.9
CCC(C)NCCOCCOc1ccccc1-c1ccccc1 (stereo unspecified)	7.7	0.9	7.0	-2.9	2.4	2.0	7.8	-3.2	13.3	8.0
Cn1cccc1CC(=O)NN=Cc1cccc(F)c1	nt	3.1	1.5	nt	-2.1	7.8	nt	-1.0	3.3	7.5
Cc1ccc2c(c1)N(C(=O)CCC(=O)N1CCOCC1)CC(C)O2 (stereo unspecified)	-4.7	4.2	-3.1	-0.2	-3.0	-2.8	-0.5	-0.9	-6.0	10.2
Cc1n[nH]c(C)c1CCCCOc1ccc([N+](=O)[O-])cc1	-13.8	6.7	0.8	0.4	-1.2	-5.5	-16.1	-2.8	0.2	-10.0
CN1C(=O)[C@H]2[C@@H](/C=C/c3ccccc3)N3C(=O)CN(Cc4ccc(-c5ccccc5)cc4)C(=O)[C@@]3(C)[C@H]2C1=O	8.8	-1.7	0.9	1.7	-6.0	0.3	-33.2	-1.4	-1.7	-7.1
CCC(CO)Oc1cc(NC(=O)c2ccc(N)cc2)c2ncn(C(C)C)c2c1 (stereo unspecified)	1.2	0.5	-1.5	-0.8	-1.5	0.9	12.3	13.9*	36.9*	7.2
